# pCIP destab: compounds decreasing mouse p/CIP protein stability | Q05BA5 | F442A p/CIP-EGFP cells, EGFP fluorescence, 16 h | decrease of EGFP signal, % at 10 µM | 0.01% of 290,000 active | AID 1984;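 active = EGFP signal decrease of at least 30% at 10 µM or well 3 SD below plate mean, unless failing retest; inactive = the rest, including hits failing retest or dose response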; note: some compounds called inactive have numbers as strong as hits; many of its hits are not listed in these tables
# IDE cell inh: cellular human IDE inhibition | AID 434962 | 0.41% of 320,000 active | HEK cells, FAbetaB cleavage, fluorescence polarization | inhibition, % at 5.59 µM;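 active = percent inhibition above the average of all tested compounds plus 3 SD, set per screening campaign, cut at about 16% in these data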;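 note: IDE supplied by intact live HEK cells; FP after avidin binding of uncleaved biotin substrate so inhibition keeps polarization high; 0% = DMSO wells and 100% = 60 µM reference IDE inhibitor Ii1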
# VIM-2 inh: blocks Pseudomonas aeruginosa VIM-2 metallo-beta-lactamase; inhibition, % at 5.6 µM; purified VIM-2, nitrocefin hydrolysis, epi-absorbance fluorescence; 0.89% of 290,000 active;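 active = inhibition above the mean of all tested compounds plus 3 SD, cutoff set per screening run, cut at about 7.5% in these data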;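 note: red hydrolysis product quenches plate fluorescence so inhibitors raise well fluorescence; 0% = enzyme with DMSO and 100% = DMSO without enzyme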
# IDE cell activ: activators of human insulin-degrading enzyme in cells. AID 493087. P14735. HEK cells, FAbeta-B cleavage, fluorescence polarization; 0% vehicle, 100% cell-free pure enzyme wells. 0.073% of 340,000 active. activation, % at 5.96 µM;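 active = activation above the mean of all tested compounds plus 3 SD, set per screening campaign, cut at about 17% in these data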
# NALP1 yeast inh: blocks the NALP1 inflammasome reconstituted in yeast. S. cerevisiae NALP1/ASC/caspase-1 growth, X-gal OD620, 72 h. inhibition, % at 10 µM. 0.61% of 280,000 active. AID 2071; in the data active = inhibition mostly above about 24%, no sharp cut-off; inactive = mostly below about 32%; note: some compounds called inactive have numbers as strong as hits
# PHOSPHO1 inh: inhibitors of human PHOSPHO1 phosphatase. Q8TCT1. recombinant PHOSPHO1, absorbance phosphatase assay. inhibition, % at 13.3 µM. 1.1% of 290,000 active. AID 1565; in the data active = inhibition above about 60%
# Target sequence (Q8TCT1 whole entry, looked up): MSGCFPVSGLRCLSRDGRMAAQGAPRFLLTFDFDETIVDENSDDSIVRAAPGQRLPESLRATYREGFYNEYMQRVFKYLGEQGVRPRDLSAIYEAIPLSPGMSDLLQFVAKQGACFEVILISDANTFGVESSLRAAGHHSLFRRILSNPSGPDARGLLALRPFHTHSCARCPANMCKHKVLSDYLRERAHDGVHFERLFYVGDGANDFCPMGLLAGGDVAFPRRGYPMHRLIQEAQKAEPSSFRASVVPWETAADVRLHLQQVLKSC
# IMP-1 inhibitor: blocks Pseudomonas aeruginosa IMP-1 metallo-beta-lactamase; purified IMP-1, nitrocefin hydrolysis, epi-absorbance fluorescence; inhibition, % at 5.6 µM; 0.45% of 290,000 active;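 active = inhibition above the mean plus 3 SD of all compounds in the same screening run, cut at about 4.5% in these data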;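 note: 0% = IMP-1 with DMSO and 100% = DMSO wells lacking enzyme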
#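 system = purified recombinant IMP-1 beta-lactamase | amount = 0.2 nM IMP-1, as dispensed | medium = HEPES buffer pH 7.1 with ZnSO4 and Brij 35 | times = 25 °C, 15 min preincubation, 25 min reaction | detection = plate fluorescence quenching by hydrolysis product, ex 480/em 530 nm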
# GPR7 antagonist: human neuropeptides B/W receptor 1 antagonism. P48145. GPR7-expressing cells, fluorescence antagonist assay. inhibition, % at 4.4 µM. 1.1% of 290,000 active. AID 1861; in the data active = inhibition above about 16%, passing the limit was not always enough;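 note: cells stimulated with the agonist NPW; 0% = agonist with vehicle and 100% = vehicle without agonist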
# Target sequence (P48145 whole entry, looked up): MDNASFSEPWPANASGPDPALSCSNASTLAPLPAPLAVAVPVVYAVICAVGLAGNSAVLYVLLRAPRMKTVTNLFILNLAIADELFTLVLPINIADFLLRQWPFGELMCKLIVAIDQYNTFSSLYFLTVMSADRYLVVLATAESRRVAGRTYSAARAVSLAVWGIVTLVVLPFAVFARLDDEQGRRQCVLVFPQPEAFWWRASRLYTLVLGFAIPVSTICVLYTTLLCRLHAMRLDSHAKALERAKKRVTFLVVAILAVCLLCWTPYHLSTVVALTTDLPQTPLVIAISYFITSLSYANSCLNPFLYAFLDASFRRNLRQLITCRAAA
# PfM18AAP inh: blocks P. falciparum M18 aspartyl aminopeptidase; recombinant PfM18AAP, H-Glu-NHMec fluorogenic cleavage; inhibition, % at 7.35 µM; 1.2% of 290,000 active;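 active = inhibition above the campaign mean inhibition over all tested compounds plus 3 SD, cut at about 28% in these data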;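 note: 0% = plate median of test compound wells and 100% = 2 mM ZnCl2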
# An asterisk follows results filed as active; i = inactive; . = not tested or not shown. Compounds were not picked by outcome, and some 5.3% of all compounds hit somewhere here.
SMILES	pCIP destab	IDE cell inh	VIM-2 inh	IDE cell activ	NALP1 yeast inh	PHOSPHO1 inh	IMP-1 inhibitor	GPR7 antagonist	PfM18AAP inh
CC(Cc1nnc(SCC(=O)O)n1N)c1ccccc1 (stereo not drawn)	-4	-1	-2.9	5	22	.	-0.7	-5	0
CSc1nnc2ccc(-c3ccccn3)nn12	-6	-1	1.5	5	-3	38	-0.9	-12	4
Nc1cc(OC(=O)c2cccs2)nn1S(=O)(=O)c1ccc(F)cc1	-4	6	-4.3	4	14	7	-3.4	-9	7
CC(=O)N1CCc2cc(S(=O)(=O)NCC(=O)NCc3ccc(Cl)cc3)ccc21	5	4	-0.6	2	11	29	-1.3	-5	-6
CCC1CCCCN1S(=O)(=O)c1ccc2[nH]c(=O)ccc2c1 (stereo not drawn)	9	4	-0.3	0	26	18	-2.0	-11	-3
CC(=O)CC(=O)Nc1ccn(-c2ccccc2)n1	-4	-2	-0.5	0	8	16	-3.6	-11	-2
CNC(=S)NNC(=O)c1cn(C)nc1C	1	-8	-1.7	0	-9	-6	-1.7	-17	32*
CCCC(c1nnnn1Cc1cccs1)N1CCN(C2CCCC2)CC1 (stereo not drawn)	-8	1	-1.1	1	6	-12	-2.2	17	1
O=[N+]([O-])c1ccc(O)c(N=Cc2sc3ccccc3c2O)c1	-1	1	-2.5	-9	30	2	-2.8	5	18
COc1cccc(-c2nn[nH]n2)c1O	-3	-1	-6.4	3	26	-1	-2.6	-8	0
Cc1ccc(Nc2c(N)c(=O)oc3ccccc23)cc1	-10	-3	2.5	2	9	8	1.1	-8	7
COc1cc(CC(=O)Oc2ccc3c(c2)OCO3)cc(OC)c1OC	-7	0	-1.0	-1	-1	-34	-2.4	0	11
CCOC(=O)C1CN(S(=O)(=O)c2ccc(OC)cc2)c2ccccc2O1 (stereo not drawn)	-1	4	-2.6	4	2	15	-0.1	6	-1
O=C(Nc1cc2c(cc1Br)OCCCO2)c1cccnc1	-4	-5	-0.2	-3	12	-2	-2.3	1	5
COc1ccc(Oc2nc3ccccc3nc2C(F)(F)F)cc1	2	-2	0.1	-6	3	28	-0.5	4	-7
CCOC(=O)Nc1ccc2nc(N3CCCCCC3)sc2c1	10	1	-1.6	2	16	30	-2.1	16	-3
CC(NC(=O)C(C)N1CCN(Cc2ccccc2)CC1)c1ccc(F)cc1 (stereo not drawn)	-9	4	-3.5	-3	-2	19	-3.1	5	-4
CCn1cc(Cl)c(C(=O)Nc2nc3ccccc3n2CCN2CCCCC2)n1	-11	0	-4.3	3	-12	13	-3.9	-10	3
Cc1ccc(-n2ncc3c(NCc4cccnc4)ncnc32)c(C)c1	-3	4	-2.4	2	22	-22	-1.2	-11	-1
CC(=O)c1c(C(=O)O)c2ccccc2[nH]c1=O	-6	-5	0.0	5	.	15	-0.9	-9	-14
CCn1c(SCC(=O)NC2CCCCC2)nnc1C(CO)NC(=O)c1ccccc1 (stereo not drawn)	-10	0	-0.4	4	20	17	-0.6	-14	-10
O=C/C(=C\Nc1ccc(Br)cc1)c1nc2ccccc2o1	-4	1	-4.0	-2	-3	37	-3.0	-1	4
Cc1ccc(S(=O)(=O)Oc2ccccc2/C=C2/SC(=O)NC2=O)cc1	-9	0	-0.9	7	2	29	-1.3	-19	0
CC1(C)CC(N2CN(C3CCCCC3)CC2=O)CC(C)(C)N1	-5	-2	-1.1	3	-10	-33	-2.0	-15	-3
COc1ccc(N(CC(=O)NC2CCCC2)C(=O)Cn2nnc(-c3ccc(C)o3)n2)c(OC)c1	-8	.	-4.4	3	1	35	-3.5	14	0
COc1ccc(N2CC(C(=O)OCC(=O)Nc3cccc(C)c3C)CC2=O)cc1 (stereo not drawn)	-14	5	-2.2	6	7	31	-1.0	-2	0
Cc1ccc(C2C(C=Nc3c(C)n(C)n(-c4ccccc4)c3=O)=C(c3ccccc3)Oc3ccccc32)cc1 (stereo not drawn)	-1	4	-3.2	3	6	-10	-3.7	-10	4
Cc1nc(C(=O)Nc2cc(Cl)ccc2Cl)nn1-c1cc(OC(C)C)c(Cl)cc1Cl	6	4	-3.1	3	10	-17	-2.6	-1	-6
Cc1nc(Nc2ccc(C(=O)O)cc2)sc1-c1ccccc1	3	5	1.6	5	5	34	2.2	18	13
C/C(CC(=O)NCc1ccco1)=N\NC(=O)COc1ccc(Cl)cc1Cl	-10	6	0.1	3	5	47	-4.7	3	-10
CC(C)N1CC(C(=O)Nc2ccc(Cl)c([N+](=O)[O-])c2)CC1=O (stereo not drawn)	-7	-9	0.6	0	10	24	-1.2	-11	-4
Cc1ccc(NC(=O)CO/N=C/c2ccc(N(C)C)cc2)cc1	0	10	1.2	-11	43	3	-2.7	-8	4
COc1cc(C(=O)OC2CC3CCC2(C)C3(C)C)ccc1OC(C)=O (stereo not drawn)	-10	-1	-2.6	4	-10	48	-1.5	-30	3
Cc1ccc(NC(=O)C2CCCN(c3ncnc4c3nc3n4CCCCC3)C2)cc1Cl (stereo not drawn)	-13	0	-1.9	1	-18	-4	-3.3	-20	14
COc1ccc(/C=N/N=C2/NC(=O)C(CC(=O)NC(N)=O)S2)cc1 (stereo not drawn)	2	1	-1.2	0	1	36	-2.8	-14	-6
O=C(NCCNC(=O)C(F)(F)F)c1ccncc1	-4	-3	.	4	5	10	.	.	.
Cc1nn(CC(=O)OC(C)C(=O)Nc2ccccc2[N+](=O)[O-])c(C)c1[N+](=O)[O-] (stereo not drawn)	4	-1	-2.4	5	17	-4	-1.4	9	1
CCc1ccc(/C=C2\C(=N)N3N=C(CC(=O)N4CCCCC4)SC3=NC2=O)cc1	-18	1	0.8	0	9	24	-4.2	-16	3
O=C(COc1cccc2ccccc12)NNC(=O)C1CCCO1 (stereo not drawn)	-6	5	0.7	-1	10	-7	-0.9	-7	5
CCc1nnc(NC(=O)c2ccc(-c3ccc(F)cc3)o2)s1	-6	-1	-2.0	3	-1	11	-2.0	-5	-15

# Brought forward from above: 3 entries, followed by the next part.
SMILES	pCIP destab	IDE cell inh	VIM-2 inh	IDE cell activ	NALP1 yeast inh	PHOSPHO1 inh	IMP-1 inhibitor	GPR7 antagonist	PfM18AAP inh
CCc1ccc(/C=C2\C(=N)N3N=C(CC(=O)N4CCCCC4)SC3=NC2=O)cc1	-18	1	0.8	0	9	24	-4.2	-16	3
O=C(COc1cccc2ccccc12)NNC(=O)C1CCCO1 (stereo not drawn)	-6	5	0.7	-1	10	-7	-0.9	-7	5
CCc1nnc(NC(=O)c2ccc(-c3ccc(F)cc3)o2)s1	-6	-1	-2.0	3	-1	11	-2.0	-5	-15
CCNc1nc(NCC)nc(SCCOC(=O)Nc2ccc(Cl)cc2Cl)n1	1	12	-0.6	-1	39	10	0.9	1	-16
CCOC(=O)c1sc2ncnc(N3CCN(CC)CC3)c2c1C	-2	3	1.3	-5	0	-8	0.3	-5	-5
Cc1c(Cl)cccc1NS(=O)(=O)c1ccc(-c2ccc(=O)[nH]n2)o1	-1	-4	-0.7	6	4	48	2.0	-7	0
CCC(C)(C(=O)Nc1ccc2c(c1)OCCO2)N(C(C)=O)c1ccc(C(N)=O)cc1 (stereo not drawn)	-12	10	-1.8	0	-5	36	-2.9	-13	7
Cc1ccc(S(=O)(=O)N2CCC(=O)N(CCOC(=O)Nc3cccc(Cl)c3)CC2)cc1	-5	2	-1.9	3	3	1	-2.6	15	-4
Cc1ccccc1Cn1nc(C)c(NC(=O)/C=C/c2cnn(C)c2)c1C	-14	0	-0.1	4	40	-13	1.9	11	8
COC(=O)c1sc(NC(=O)C2CCCO2)c(C(=O)OC)c1C (stereo not drawn)	-1	0	0.8	3	5	6	-3.7	-7	-1
OC(CNc1ccccc1)COc1ccc(OCC(O)CNc2ccccc2)cc1 (stereo not drawn)	-15	5	1.1	3	-33	-4	-2.0	24	-13
CC(=O)c1c(C)[nH]c(C(=O)Nc2ccc(C)cc2Br)c1C	1	7	0.2	-3	24	11	-0.5	-5	-4
Cc1ccc(S(=O)(=O)N2CCOCC2)cc1NC(=O)CSc1nc(N)cc(=O)[nH]1	0	0	-1.0	-2	18	37	-0.4	16	5
CCOC(=O)N1CCN(c2c(NCCN3CCN(c4ccccc4F)CC3)c(=O)c2=O)CC1	-10	-3	-3.4	2	-2	24	-3.0	-11	-1
CC(=O)Nc1ccc2c(c1)C(C)(C)C(C)N2C (stereo not drawn)	-14	0	-3.6	.	2	36	-1.6	-15	11
COc1ccc(C(=O)n2nc(-c3ccc(C)cc3)nc2N)cc1OC	12	5	-3.9	6	16	28	-3.8	7	5
O=C(c1ccc(F)cc1)N1CCCC(c2nc(-c3cccs3)no2)C1 (stereo not drawn)	-5	-3	0.2	4	3	-6	-1.9	-8	-5
CCN(CC)CCN1C(=O)C(=O)/C(=C(/O)c2ccc(S(=O)(=O)N3CCOCC3)cc2)C1c1ccc(C(C)C)cc1 (stereo not drawn)	0	-1	-1.9	-2	2	6	-3.3	-8	4
Cc1cccc(NC(=S)N(CCCN2CCOCC2)Cc2ccccn2)c1	2	-5	-6.0	6	8	9	-6.6	-3	0
O=C(CN1CCOCC1)Nc1ncc(Br)cc1Br	-12	4	-2.7	4	6	6	-1.9	-7	-8
CCCC(C(=O)NCC1CCCO1)N(C(=O)CNS(=O)(=O)c1ccccc1)c1ccc(F)cc1 (stereo not drawn)	-6	-4	-1.9	4	11	32	-1.8	-9	3
O=C(CSc1nc(N2CCOCC2)nc(N2CCOCC2)n1)Nc1cccc(C(F)(F)F)c1	-10	8	-2.1	-24	13	43	-0.6	-13	7
O=C1[C@H]2C(c3ccccc3)=NN(c3ccccc3)[C@H]2C(=O)N1c1ccccc1	-4	0	1.4	-3	8	11	2.3	-13	4
COc1cccc(CNC(=O)CCNS(=O)(=O)c2ccc3[nH]c(=O)oc3c2)c1	-5	1	-3.4	5	-17	32	-0.3	-8	-6
C=CCN1C(=O)C2(NNc3ccccc3O2)c2ccccc21 (stereo not drawn)	-10	2	-1.4	0	1	87*	-2.5	2	31*
CCOC(=O)C1CCN(S(=O)(=O)c2ccc3c(c2)CC(C)N3C(=O)C2CC2)CC1 (stereo not drawn)	-11	3	-2.3	0	-1	36	-3.2	-6	12
CCC(CC)c1nnc(NC(=O)COc2ccc3c(C)cc(=O)oc3c2)s1	-8	1	-4.5	8	1	28	-1.1	-5	-10
C=COCCNC(=O)C1CC(=O)N(c2ccc(C)cc2)C1 (stereo not drawn)	-3	3	-4.7	1	0	23	-1.3	-11	-4
CCOC(=O)C(CC)n1cnc2c(nnn2-c2ccccc2)c1=O (stereo not drawn)	-6	6	-2.3	-1	9	25	-3.7	-4	6
COc1cccc(C2c3c(-c4ccccc4O)n[nH]c3C(=O)N2Cc2ccco2)c1 (stereo not drawn)	-2	5	-3.9	1	i	27	-3.5	-12	-8
C=CCNC(=O)C1CCN(S(=O)(=O)c2ccc3ccccc3c2)CC1	2	1	-1.7	3	-15	.	-2.6	-1	2

# From PubChem
